PglD DTNB: PglD (C. jejuni) enzyme inhibition; inhibition, % at 12.5 µM; 360,000 tested, 0.098% active; purified PglD enzyme, DTNB colorimetric CoA detection; in the data active = inhibition above about 16%, passing the limit was not always enough; note: strong numbers were not always called active
E-selectin induc: induces E-selectin expression in human endothelial cells; HUVEC E-selectin immunofluorescence imaging; normalized: neutral wells 0, TNF-alpha wells 100; activation, % at 7.58 µM; 260,000 tested, 0.37% active; AID 686992;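 active = mean E-selectin-positive cell signal at least 10% of the positive control, reached in at least 60% of replicates, without over 20% cell loss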;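 note: in these data hits start at about 27%; measured in HUVEC primary endothelial cells; signal is the percent of cells scored E-selectin positive by PE staining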
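Assay system: HUVEC, human umbilical vein endothelial cells / Amount: 3,000 HUVEC/well / Controls: TNF-alpha positive control, DMSO neutral control / Compound dosing: single concentration / Medium: EGM-2 over gelatin coat / Evaluation: percent E-selectin-positive cells / Signal: immunofluorescence imaging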
RAD54 branch: inhibitors of human RAD54 branch migration; AID 602329; Q92698; inhibition, % at 10.4 µM; 360,000 tested, 0.14% active; RAD54 Holliday junction branch migration, FAM/BHQ fluorescence;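 active = mean normalized replicate activity at least 40 and at least half of replicates scoring 40 or more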;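 note: 0% = median of neutral control wells and 100% = median of positive control wells; inhibitors cause a drop in the FAM fluorescence signal; in these data hits start at about 50%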
Target sequence (Q92698 whole entry, looked up): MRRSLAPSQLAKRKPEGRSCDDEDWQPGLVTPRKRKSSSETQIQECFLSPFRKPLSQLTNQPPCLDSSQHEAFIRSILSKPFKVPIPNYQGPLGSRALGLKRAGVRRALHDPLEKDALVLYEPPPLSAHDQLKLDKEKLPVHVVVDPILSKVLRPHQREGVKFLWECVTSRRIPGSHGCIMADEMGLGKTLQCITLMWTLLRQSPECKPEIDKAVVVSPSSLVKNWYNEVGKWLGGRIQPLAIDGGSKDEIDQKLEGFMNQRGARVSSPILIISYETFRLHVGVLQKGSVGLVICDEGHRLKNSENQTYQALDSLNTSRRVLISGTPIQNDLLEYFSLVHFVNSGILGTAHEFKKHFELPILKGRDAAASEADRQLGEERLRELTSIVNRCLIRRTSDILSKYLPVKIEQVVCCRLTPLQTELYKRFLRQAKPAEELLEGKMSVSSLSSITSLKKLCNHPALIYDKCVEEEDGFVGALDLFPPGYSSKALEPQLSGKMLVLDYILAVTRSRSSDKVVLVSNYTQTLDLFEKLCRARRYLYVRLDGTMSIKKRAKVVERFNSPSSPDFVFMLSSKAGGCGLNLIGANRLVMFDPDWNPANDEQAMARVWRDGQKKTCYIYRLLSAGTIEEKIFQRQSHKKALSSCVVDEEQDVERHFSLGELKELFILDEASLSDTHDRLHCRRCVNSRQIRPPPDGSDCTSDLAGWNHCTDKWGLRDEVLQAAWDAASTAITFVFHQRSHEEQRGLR
PGC1a acetyl inh: modulators of PGC1a acetylation; 350,000 tested, 0.17% active; inhibition, % at 15.6 µM; AID 651687; U2OS PGC1a acetylation, AlphaScreen anti-acetyl-lysine; with virally co-expressed GCN5 acetyltransferase;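 active = every replicate shows inhibition of at least 40%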;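 note: 0% = neutral control wells and 100% = positive control wells; some results beyond the cut were filed as inactive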
ERAP1 HTS inh: ERAP1 (human) enzyme inhibition | Q9NZ08 | inhibition, % at 10.7 µM | recombinant ERAP1, Leu-AMC fluorescence, 60 min | 340,000 tested, 0.15% active;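 active = mean replicate inhibition of at least 30%, or all replicates individually reaching that 30% level; inactive = mean below 30% and not every replicate reaching it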;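 note: 0% = neutral control wells and 100% = L-leucinethiol positive control wells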
miR-122 sensor: inhibitors of miR-122 in Huh7 cells. activation (reporter increase), % at 12.5 µM. 340,000 tested, 0.3% active. Huh7 miR-122 Renilla luciferase sensor, 48 h; neutral wells = 0, positive control = 100. AID 602342;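 active = mean replicate activation score at least 90 and every replicate individually at or above 90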;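 note: higher luciferase means less miR-122 activity so hits act as miR-122 inhibitors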
RAD52 inh: inhibitors of human RAD52 DNA annealing. recombinant RAD52 DNA annealing, FRET fluorescence. inhibition, % at 18.7 µM. P43351. AID 651710. 360,000 tested, 0.46% active;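 active = every replicate showing at least 50% inhibition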
Cneo AK release: Cryptococcus neoformans lysis via adenylate kinase release; lysis activity, % at 15 µM; AID 651654; C. neoformans lysis, adenylate kinase release luminescence, 4 h; normalised: neutral wells 0, clomiphene wells 100; 360,000 tested, 0.2% active;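 active = mean lysis activity across replicates of at least 80%, whatever share of replicates individually reach that level; inactive = mean lysis activity below 80%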
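Assay system: Cryptococcus neoformans yeast cells / Dosing: single-point compound dose / Timing: 4 h at 37 °C static, read 1 h later / Measured by: luminescence of released adenylate kinase using an AK detection reagent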
Starred values were filed as active, the others as inactive; . = not tested or not shown; [ ] = another dose, or the depositor's remark.

SMILES | PglD DTNB | E-selectin induc | RAD54 branch | PGC1a acetyl inh | ERAP1 HTS inh | miR-122 sensor | RAD52 inh | Cneo AK release
CC(C)C(O)C1CCN(Cc2nc(-c3cccs3)no2)CC1 (stereo not given) | -10 | . | -1 | 4 | -4 | 5 | -15 | 2
O=C(OCc1cn([C@H]2C[C@H](c3ccc(Cl)cc3)N(CC3CCCCC3)C[C@@H]2O)nn1)c1ccccc1 | -5 | . | -1 | 9 | -2 | 7 | -12 | 0
CCNc1cc(O)ccc1C | 0 | . | -16 | 6 | . | 4 | . | 0
CCCc1nc2oc3c(Cl)ncnc3c2c2c1CCCC2 | 0 | . | -1 | -1 | 6 | -5 | -6 | -3
COc1ccc(CNC(=O)C2CC(C)=C(C)CC2C(=O)O)cc1 (stereo not given) | 1 | . | -2 | 7 | . | -2 | . | -1
CC1CCN(C(=O)c2cc(F)c(F)cc2Cl)CC1 | -5 | . | -4 | 3 | . | 5 | . | -2
CN(C)CC(=O)N1CCCCN2[C@H](C1)[C@H](c1ccc(-c3ccccc3)cc1)[C@@H]2CO | 2 | -0.3 | -2 | 9 | -1 | 2[16.7 µM] | 18 | -1
C[C@H](CO)N1C[C@H](C)[C@H](CN(C)Cc2ccc(C(=O)Nc3ccccc3N)cc2)Oc2c(NC(=O)c3nc4ccccc4s3)cccc2C1=O | -13 | 0.5 | 0 | -8 | -2 | 25[16.7 µM] | 19 | 2
COc1ccc(NC(=O)Cc2coc3ccc4ccccc4c23)cc1S(=O)(=O)N1CCOCC1 | -6 | . | 1 | . | . | 23 | . | -1
O=C(c1ccc(Cl)cc1Cl)N1CCC(c2nc3c(nnn3Cc3ccco3)c(=O)[nH]2)CC1 | -6 | . | 3 | -18 | . | -12 | . | 4
C=C(C)[C@@H](O)COc1c2ccoc2cc2oc(=O)ccc12 | 3 | 0.1 | 12 | 6 | . | -1 | -9 | 0
O=C(c1n[nH]c2ccccc12)N1CCOCC1 | . | . | . | 5 | -1 | -9 | -15 | .
NS(=O)(=O)c1ccc(NC(=O)CN2C(=O)c3ccccc3C2=O)cc1 | . | . | . | 6 | -1 | 1 | -13 | .
C[C@@H]1CN([C@H](C)CO)C(=O)Cc2cc(NC(=O)Cc3ccccc3)ccc2O[C@H]1CN(C)Cc1ccc(C(F)(F)F)cc1 | 2 | 0.1 | -1 | -5 | 3 | 1[16.7 µM] | 11 | -3
C[C@H]1CN([C@@H](C)CO)C(=O)c2cccc(NC(=O)Nc3ccc(C(F)(F)F)cc3)c2O[C@@H]1CN(C)Cc1ccc(C(F)(F)F)cc1 | -2 | 1.3 | -2 | 22 | -2 | 44[16.7 µM] | -1 | 2
COC(=O)c1ccc(C(=O)NC2CCCc3c2cnn3-c2cc(F)cc(F)c2)nc1 (stereo not given) | -4 | . | -3 | . | 2 | . | -15 | 10
CN(C(=O)COC(=O)/C=C/c1cccs1)C1CCCCC1 | -2 | 0.0 | -2 | 0 | 5 | . | -5 | -1
CC(C)Cn1c(SCC(=O)N2CCCCC2)nc2ccccc2c1=O | 1 | . | 7 | 5 | . | -15 | . | -1
CCOC(=O)C1=C(C)NC(=S)NC1c1ccc(OC(=O)c2ccco2)cc1 (stereo not given) | 3 | 0.0 | -3 | 0 | . | 2 | . | -2
Cc1ccc2c(c1)c1c(n2CC(O)Cn2nc(C)c(Br)c2C)CCCC1 (stereo not given) | 2 | . | 4 | -26 | . | 2 | . | 0
O=[N+]([O-])c1ccccc1Oc1ncccc1[N+](=O)[O-] | 0 | 6.9 | -3 | 8 | 4 | 2 | -7 | 0
CC1CCN(C(=O)Nc2cccc(NC(=O)N3CCC(C)CC3)c2)CC1 | 3 | . | -6 | 14 | . | 22 | . | -4
CN1CCN(C(=O)C2CCN(c3ncc(C(F)(F)F)cc3Cl)CC2)CC1 | . | . | . | 6 | -2 | 5 | -12 | .
C1CCN(Cc2nnnn2C2CCCC2)CC1 | 5 | . | -3 | 2 | . | -1 | . | 1
COc1ccccc1N=C1SC(C(=O)Nc2ccc(F)cc2)CC(=O)N1C (stereo not given) | -19 | . | -1 | 3 | . | 3 | . | -1

New compounds follow.
SMILES | PglD DTNB | E-selectin induc | RAD54 branch | PGC1a acetyl inh | ERAP1 HTS inh | miR-122 sensor | RAD52 inh | Cneo AK release
COc1cc(C(O)c2nc(-c3cncnc3)cs2)ccc1F (stereo not given) | 4 | 0.3 | 11 | 6 | 4 | 4 | 2 | 0
C/C(=N\NC(=O)COc1cccc2ccccc12)c1cccs1 | 1 | 0.1 | 11 | -3 | 4 | 2 | -16 | -1
O=C(N[C@H]1C/C=C\C(c2ccc(F)cc2)N(Cc2ccccc2)C(=O)C1)OCC1c2ccccc2-c2ccccc21 (stereo not given in full) | -3 | . | 5 | -4 | . | -2 | -19 | -1
CC1CN(C(=O)c2cc(S(=O)(=O)N3CCCC3)ccc2Cl)CC(C)O1 (stereo not given) | 0 | 0.0 | -6 | . | 2 | . | -4 | -7
C[C@H](NC(=O)c1[nH]cnc1C(=O)Nc1ccc(CNC(=O)OC(C)(C)C)cc1)C(=O)OCc1ccccc1 | 0 | -0.4 | 2 | -2 | -4 | -4 | -11 | -8
CC(NCCS(=O)(=O)c1ccc(Cl)cc1)c1cccc(Cl)c1 (stereo not given) | 4 | -0.2 | 8 | -32 | 1 | 2 | -24 | 1
O=C(Nc1ccc(N2CCOCC2)cc1N1CCOCC1)c1ccc(F)cc1 | -3 | . | 7 | -4 | 0 | -4 | -7 | 1
COc1ccccc1NC(=O)CSc1nnc(CC(=O)Nc2cccc(C(F)(F)F)c2)n1C | 2 | . | -1 | 12 | . | -8 | . | 10
Cc1ccc(NS(=O)(=O)c2ccc(C(=O)N3CCOCC3)cc2)cc1 | -6 | -0.4 | -4 | -7 | -1 | -4 | -8 | -1
CCN(C(=O)COc1nc(C)cc(C)c1C#N)c1ccccc1 | -2 | -0.4 | -1 | -4 | 1 | 0 | -13 | -5
COc1cccc(NS(=O)(=O)Cc2ccccc2)c1 | 6 | . | 5 | -1 | . | 2 | . | 1
COCC1CCN(C(=O)c2oc3c(F)cccc3c2C)C1 (stereo not given) | -4 | 0.1 | -6 | 4 | 4 | 0 | 1 | 3
O=C(O)c1ccc(NCc2nc3ccccc3n2Cc2ccccc2F)cc1 | 3 | -0.1 | -6 | -2 | -8 | 5 | -30 | 0
COc1cc(CNc2nc3ccccc3s2)cc(OC)c1OC | 2 | . | 3 | -30 | 0 | 2 | 17 | 4
O=C1CCCc2ccccc2N1Cc1ccccc1Cl | -4 | . | 0 | -8 | . | -1 | . | -2
N#Cc1ccc2c(c1)nnn2-c1ccccc1 | 11 | 0.0 | 3 | 12 | -3 | -1 | -6 | 2
COc1ccc2c(c1OC)C(=O)OC2Nc1ncc(Br)cc1Br (stereo not given) | -2 | . | 11 | 14 | . | -6 | . | -1
Cc1noc(C)c1NC(=O)N(C)C[C@@H]1Oc2ccc(NC(=O)NC(C)C)cc2CC(=O)N([C@@H](C)CO)C[C@@H]1C | 0 | . | 5 | -3 | -6 | 40[16.7 µM] | 0 | 106*
CC(=O)N1CCN(c2ccc(NC(=O)c3ccc4c(c3)OCCO4)cc2)CC1 | . | . | . | 5 | 6 | -4 | -14 | .
Cc1cc(C)cc(NC(=O)N(C)Cc2ccccc2)c1 | -4 | . | 5 | 10 | . | -6 | -22 | -1
C[C@H]1CN([C@@H](C)CO)C(=O)c2cc(NC(=O)Nc3ccc4c(c3)OCO4)ccc2O[C@@H]1CN(C)CC1CCCCC1 | -1 | 11 | 4 | . | -2 | 9[16.7 µM] | 8 | 81*
Cc1noc(C)c1S(=O)(=O)Nc1cccc2c1O[C@@H](CN(C)S(C)(=O)=O)[C@@H](C)CN([C@H](C)CO)C2=O | -6 | -0.6 | 0 | -2 | -1 | 7[16.7 µM] | -32 | 1
O=C1c2ccccc2C(=O)N1CCc1nc(-c2ccncc2)no1 | -2 | . | -17 | -4 | . | -6 | . | -1
CCc1noc(C)c1C(=O)Nc1ccc(F)c(F)c1 | 1 | . | -11 | . | -4 | 4 | -7 | -1
COc1ccc(NC(=O)N2CC(=O)N3[C@@H](CO)[C@H](c4ccc(-c5ccc(C)cc5)cc4)[C@@H]3C2)cc1 | . | -0.6 | . | -17 | 0 | . | -11 | .

The list goes on:
SMILES | PglD DTNB | E-selectin induc | RAD54 branch | PGC1a acetyl inh | ERAP1 HTS inh | miR-122 sensor | RAD52 inh | Cneo AK release
Cc1nc2ccccc2c2c1C(=O)N(C1CCCCCCC1)C2=O | -5 | . | -7 | . | -1 | -2 | -11 | 0
O=C(c1cccc(S(=O)(=O)N2CCCC2)c1)N1CCN(Cc2ccccc2)CC1 | -2 | . | -1 | -4 | -4 | . | 0 | 3
COCCCNC(=O)CS(=O)Cc1nc(-c2ccccc2C)oc1C (stereo not given) | 0 | . | -5 | -1 | 0 | -5 | -5 | -7
Cc1ccnc(NC(=O)C2COc3ccccc3O2)c1 (stereo not given) | . | 1.1 | . | 13 | 5 | . | -3 | .
CCOC(=O)c1c(-c2ccc(C)cc2)csc1NC(=O)c1cc2ccccc2oc1=O | -2 | 3.4 | -3 | -9 | -6 | 1 | -12 | 10
CCCNC(=O)C[C@@H]1C[C@H]2c3cc(NC(=O)CN(C)C)ccc3O[C@H]2[C@@H](CO)O1 | 0 | -0.5 | -2 | 5 | . | 6[16.7 µM] | . | -1
CNC[C@H]1Oc2cc(C#C[C@@H](C)O)ccc2S(=O)(=O)N([C@@H](C)CO)C[C@@H]1C | 1 | -0.4 | -2 | 2 | -2 | -4[16.7 µM] | -23 | -7
C[C@H](CO)N1C[C@H](C)[C@H](CN(C)S(=O)(=O)c2cccc(F)c2)Oc2ncc(-c3ccccc3)cc2C1=O | 2 | -0.5 | -1 | 9 | -6 | -8[16.7 µM] | 16 | -5
Cc1cccc(NC(=O)CS(=O)CC(=O)Nc2cnc3ccccc3c2)c1C (stereo not given) | -6 | . | 6 | 1 | 1 | 16 | -14 | 0
Nc1c(NCCCN2CCOCC2)c2ccccc2oc1=O | . | . | . | -10 | 6 | 1 | -5 | .
O=C(COC(=O)[C@@H]1CC(O)CN1S(=O)(=O)c1ccc2c(c1)OCCO2)Nc1cc(F)ccc1F (stereo not given in full) | 2 | -0.2 | -21 | 10 | -1 | 3 | -2 | 1
C[C@@H]1CN([C@H](C)CO)C(=O)c2cc(C#CCN(C)C)cnc2O[C@@H]1CN(C)C(=O)Cc1cccnc1 | 2 | -0.5 | -13 | 10 | -2 | -2[16.7 µM] | -8 | -2
CC(C)c1nnc(NC(=O)CS(=O)(=O)Cc2ccccc2)s1 | . | . | . | 4 | 2 | 5 | -4 | .
COc1ccccc1C(=O)Nc1nnc(C)s1 | -1 | . | -3 | 5 | . | -10 | . | 2
CCOC(=O)C1CCN(S(=O)(=O)c2cnc[nH]2)CC1 | 5 | . | -10 | -10 | . | -2 | . | 1
Cc1nn(-c2ccccc2)c(C)c1NC(=O)COC(=O)c1cc(Br)ccc1O | 2 | -2.4 | -5 | . | 2 | . | -9 | 1
Cn1c(CNc2ccccc2O)nc2ccccc21 | -2 | 0.0 | -10 | . | -2 | . | -5 | -1

Three entries from above, arranged by the value under RAD52 inh, falling:
| SMILES | PglD DTNB | PGC1a acetyl inh | ERAP1 HTS inh | miR-122 sensor | RAD52 inh |
| --- | --- | --- | --- | --- | --- |
| C[C@@H]1CN([C@H](C)CO)C(=O)Cc2cc(NC(=O)Cc3ccccc3)ccc2O[C@H]1CN(C)Cc1ccc(C(F)(F)F)cc1 | 2 | -5 | 3 | 1[16.7 µM] | 11 |
| COc1cc(C(O)c2nc(-c3cncnc3)cs2)ccc1F (stereo not given) | 4 | 6 | 4 | 4 | 2 |
| C[C@@H]1CN([C@H](C)CO)C(=O)c2cc(C#CCN(C)C)cnc2O[C@@H]1CN(C)C(=O)Cc1cccnc1 | 2 | 10 | -2 | -2[16.7 µM] | -8 |

Source: PubChem BioAssay (Broad Institute)
